Assay outcomes deposited in PubChem BioAssay by several laboratories.
TRPC6 inhibitor – mouse TRPC6 channel inhibition; HEK293-TRPC6, membrane potential dye, ACh-evoked depolarization; active compounds read low; AID 2553; actives 1.1% (n = 310,000); B-score at 10 µM; Q61143;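 active = B-score under library mean minus 3 SD, initial fluorescence not abnormally high, positive integrated signal ratio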;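 also: B-score derived from integrated fluorescence ratio over the kinetic read; more negative B-score means stronger inhibition of depolarization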
HIF act – HIF pathway transcriptional activation | U2OS HRE-luciferase reporter, luminescence; normalized: DMSO 0%, desferrioxamine 100% | activation, % at 7.5 µM (by protocol) | actives 0.32% (n = 300,000);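 active = mean activation of at least 10% of the iron chelator positive control signal, with at least half of replicates also reaching 10%; inconclusive = mean and replicate majority disagree about reaching 10%; inactive = mean and most replicates under 10%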
IEC-6 cytotox – kills IEC-6 intestinal cells in KLF5 counter-screen; actives 0.78% (n = 290,000); AID 1825; IEC-6 cytotoxicity, luminescence viability; inhibition, % at 5 µM; in the data active = inhibition above about 22%;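 also: 0% = plate median of test compound wells and 100% = cytotoxic reference compound wells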
SKKanGAS inh – inhibitors of SKKanGAS S. pyogenes growth in kanamycin (SK-promoter or general growth effect); inhibition, % at 7.5 µM; actives 1.3% (n = 300,000); BacTiter-Glo, 6 h;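 active = mean replicate score, as percent of positive control median, at least 50; inconclusive = mean below 50 but one replicate at or above 50; inactive = mean and every replicate below 50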;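 also: strain carries kanamycin resistance gene driven by streptokinase promoter and grows in 40 µg/ml kanamycin; loss of luminescence reflects streptokinase promoter inhibition or plain growth inhibition; 0% = median of DMSO wells and 100% = positive control at its reference dose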
MrgX1 antagonist – antagonists of human MrgX1 receptor | Q96LB2 | MRGX1-HEK293 calcium flux, Fluo-4, BAM8-22 antagonism; active compounds read low | B-score at 10 µM | actives 1.3% (n = 310,000) | AID 588676;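 active = calcium-response B-score plate-corrected more than 3 library SD below zero, starting fluorescence within 5 deviations, no agonist response on first addition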;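 also: peak minus trough fluorescence over baseline after final BAM8-22 challenge near maximal dose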
Target sequence (Q96LB2 whole entry, looked up): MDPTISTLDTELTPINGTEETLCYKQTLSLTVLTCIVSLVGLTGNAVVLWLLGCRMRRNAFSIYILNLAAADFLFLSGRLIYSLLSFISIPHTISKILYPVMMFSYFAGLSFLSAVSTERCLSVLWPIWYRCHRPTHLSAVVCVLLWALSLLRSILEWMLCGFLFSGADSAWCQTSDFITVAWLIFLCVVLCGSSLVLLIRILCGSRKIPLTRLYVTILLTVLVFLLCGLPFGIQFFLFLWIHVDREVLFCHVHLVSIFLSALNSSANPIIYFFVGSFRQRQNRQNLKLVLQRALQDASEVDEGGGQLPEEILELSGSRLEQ
TRPC4 act – opens the mouse TRPC4 cation channel; AID 2237; B-score at 10 µM; Q9QUQ5; HEK293 TRPC4beta/mu-opioid, Fluo4 calcium fluorescence; active compounds read high; actives 0.49% (n = 310,000);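 active = B-score above 5 SD of library B-scores, and initial fluorescence ratio not above library mean plus 5 SD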;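 also: positive B-score marks a calcium rise read as TRPC4 activation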
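System: HEK293 cells stably co-expressing mouse TRPC4beta and mu-opioid receptor; Schedule: Fluo4 dye loading 45 min at room temperature, 110 s recording; Detection: Fluo4 fluorescence, kinetic; Evaluation: B-scored integrated calcium fluorescence ratio; Controls: buffer (low) and maximal DAMGO (high).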
TRPC6 activator – activators of mouse TRPC6 channel. actives 0.13% (n = 310,000). Q61143. HEK293-TRPC6 membrane potential dye fluorescence; active compounds read high. B-score at 10 µM;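 active = B-score of the integrated fluorescence ratio above library mean plus 3 SD, and starting fluorescence ratio within library mean plus 5 SD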;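 also: higher score means more depolarization so channel activation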
KLF5 inhibitor – suppresses KLF5 promoter-driven expression. DLD-1 KLF5 promoter-luciferase reporter, luminescence. inhibition, % at 5 µM. actives 0.23% (n = 290,000);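 active = inhibition above a per-plate limit of that plate's mean compound inhibition plus 3 SD, cut at about 60% in these data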;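 also: 0% = DMSO wells and 100% = LY294002 at 200 µM; higher means less KLF5 promoter-driven luciferase light; inactives centre near -14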
TRPC4 PAM – TRPC4 (mouse) allosteric potentiation. actives 0.42% (n = 310,000). AID 2227. B-score at 10 µM. Q9QUQ5. HEK293 TRPC4beta/mu-opioid, DAMGO EC20, Fluo-4 Ca2+ flux; active compounds read high;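 active = B-score of calcium response area above 5 SD of library B-scores, with initial fluorescence ratio within 5 SD of library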;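 also: B-score of integrated fluorescence ratio over time as area under calcium response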
aSyn 5UTR inh – 5' untranslated region of α-synuclein, MLPCN primary screen; inhibition, % (tested at 7.5 µM); AID 1813; actives 0.82% (n = 300,000); alpha-synuclein 5'UTR reporter, inhibitor activity; in the data active = inhibition above about 60%; inconclusive = no clear call, values can overlap the other calls;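 also: H4 neuroglioblastoma cells stably carrying SNCA 5'UTR luciferase fusion; 0% = DMSO wells and 100% = positive control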
TRPC4 inh – TRPC4 (mouse) channel inhibition. actives 0.39% (n = 300,000). B-score at 10 µM. AID 2247. HEK293 TRPC4beta/mu-opioid, DAMGO-evoked Fluo4 calcium flux; active compounds read low;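 active = B-score over 3 SD under the library average, no early fluorescence shift, positive overall ratio signal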
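Material: HEK293 cells with stable TRPC4beta plus mu-opioid receptor expression; probe or stimulus: DAMGO in two steps, submaximal then maximal; technique: Fluo4 calcium fluorescence by kinetic imaging, 5 s 1 Hz baseline; measure: integrated fluorescence ratio relative to baseline, converted to per-well B score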
* = called active by the depositor; i = inactive; ? = inconclusive; . = not tested or not shown.

Results follow in this order: TRPC6 inhibitor	HIF act	IEC-6 cytotox	SKKanGAS inh	MrgX1 antagonist	TRPC4 act	TRPC6 activator	KLF5 inhibitor	TRPC4 PAM	aSyn 5UTR inh	TRPC4 inh
1	O=C(NCCCCNC(=O)c1c(F)c(F)c(F)c(F)c1F)c1c(F)c(F)c(F)c(F)c1F
  i	0.0	1	2	i	i	i	-9	i	-11	i
2	CC(=O)c1ccccc1NS(=O)(=O)c1cccc2nonc12
  i	-0.2	1	-3	i	i	i	-26	i	5	i
3	Fc1ccc(C(CCCn2nnc(-c3cccnc3)n2)c2ccc(F)cc2)cc1
  i	0.6	2	19	i	i	i	-11	i	-103	i
4	CCOc1cc(C(=O)OCC(=O)c2c[nH]c3ccccc23)ccc1OCC(=O)N1CCOCC1
  i	-0.7	-3	13	i	i	i	-18	i	11	i
5	CSc1cccc(NC(=O)Nc2ccccc2)c1
  i	1.7	0	2	i	i	i	-79	i	-111	i
6	COc1ccc(-c2[nH]ncc2/C=N\NS(=O)(=O)c2ccc(Cl)cc2)cc1
  i	-0.3	0	6	i	i	i	-26	i	-1	i
7	CCOc1cc(C(=O)N(C)CC(=O)Nc2cccc(F)c2)ccc1OCC(=O)N1CCCCC1
  i	0.0	.	-7	i	i	i	.	i	5	i
8	COc1ccc(NC(=S)N2CCN(S(C)(=O)=O)CC2)cc1OC
  i	0.2	6	8	i	i	i	-17	i	24	i
9	Cc1ccc(S(=O)(=O)N2CCCCC2)cc1C(=O)NCCc1ccccc1
  i	-0.4	1	3	i	i	i	-40	i	3	i
10	O=C(Cn1cccc1C(=O)c1ccccc1)NCCCN1CCc2ccccc2C1
  i	0.1	-3	3	i	i	i	-7	i	-2	i
11	COn1c(=O)c(-c2cccs2)[n+]([O-])c2ccccc21
  i	1.5	9	-4	i	i	i	15	i	-18	i
12	COC(=O)c1ccc(S(=O)(=O)NCCc2ccccc2OC)n1C
  i	-0.6	2	-2	i	i	i	-6	i	-25	i
13	CCNC(=O)CC1SC(=Nc2ccc(C)cc2)NC1=O (stereo not drawn)
  i	-0.5	-7	-5	i	i	i	-27	i	20	i
14	CCc1ccccc1NC(=O)C(Cc1cccc(OC)c1OC)c1nn[nH]n1 (stereo not drawn)
  i	0.2	-1	35	i	i	i	-14	i	2	i
15	CCC1=Nc2cc(C(=O)O)ccc2Sc2ccc(Cl)cc21
  i	-0.4	-1	27	i	i	i	16	i	3	i
16	CC(C(=O)O)n1nc(-c2ccccc2)c2ccccc21 (stereo not drawn)
  i	0.1	0	-1	i	i	i	-19	i	5	i
17	COCCN(C(=O)Cc1cccs1)C(C(=O)NC1CCCC1)c1ccc(OC)c(OC)c1 (stereo not drawn)
  i	-0.1	-1	-14	i	i	i	-6	i	-6	i
18	O=C(c1cc(-c2ccc(Cl)cc2)nc2ccccc12)N1CCC1
  i	1.5	.	-15	i	i	i	.	i	8	i
19	Cc1c(/C=C(\C#N)c2nn(-c3ccccc3)c(N)c2C#N)c2ccccc2n1Cc1ccc(F)cc1
  i	0.2	-1	1	i	i	i	-25	i	-1	i
20	O=C(CSc1oc(-c2ccccc2)nc1S(=O)(=O)c1ccccc1)NCC1CCCO1 (stereo not drawn)
  i	0.3	-3	-1	i	i	i	-15	i	-1	i
21	CCc1c(C)c2nncn2[nH]c1=O
  i	1.8	0	-3	i	i	i	-14	i	-2	i
22	CCc1ncc(/C=C2\C(=O)Nc3ccccc32)[nH]1
  i	1.7	-7	-4	i	i	i	-67	i	-27	i
23	CC(C)C[C@H](NC(=O)c1[nH]cnc1C(=O)N[C@H](C)c1ccccc1)C(=O)OC(C)(C)C
  i	-0.5	1	57*	i	i	i	-34	i	28	i
24	Cc1ccc(S(=O)(=O)c2nc(-c3ccc(F)cc3)oc2SCC(N)=O)cc1
  i	-0.4	-7	-13	i	i	i	-4	i	7	i
25	COc1cccc(Sc2nc(-c3ccccc3)ncc2S(C)(=O)=O)c1
  i	3.1	-2	-1	i	i	i	-22	i	11	i
26	N#Cc1cc([N+](=O)[O-])c(-n2nnc3ccccc32)c([N+](=O)[O-])c1
  i	0.9	-2	-4	i	i	i	-36	i	-21	i
27	Cc1snc(SCC(=O)N/N=C(\N)COc2cccc(C(F)(F)F)c2)c1C#N
  i	?	-2	-3	i	i	i	-27	i	-3	i
28	O=C(Nc1ncn[nH]1)c1ccc(S(=O)(=O)N2CCOCC2)cc1
  i	-0.2	-2	2	i	i	i	-11	i	13	i
29	Cc1cc(NC(=O)c2ccc(Cl)cc2)n(-c2ccccc2)n1
  i	-1.1	-1	-1	i	i	i	-25	i	3	i
30	Cc1nc2nc[nH]n2c(=O)c1NS(=O)(=O)c1ccc(C(C)(C)C)cc1
  i	-0.5	-1	-1	i	i	i	-27	i	6	i
31	CCc1nnc(NC(=O)C(NC(=O)c2ccccc2Cl)C(C)C)s1 (stereo not drawn)
  i	0.0	-2	-1	i	i	i	14	i	8	i
32	Cc1c(NC(=O)c2cc3ccccc3oc2=O)c(=O)n(-c2ccccc2)n1C
  i	1.3	7	-1	i	i	i	-59	i	-56	i
33	Cc1ccc(Cn2ncc3c(NCCN(C)C)ncnc32)cc1
  i	1.5	-1	-5	i	i	i	-7	i	-1	i
34	FC(F)(F)c1nc(N2CCCC2)ncc1-c1nnnn1-c1ccccc1
  i	-1.0	5	1	i	i	i	-15	i	8	i
35	CN(C)c1ccc(C(=S)NCc2ccco2)cc1
  i	-0.7	-12	0	i	i	i	-71	i	-69	i
36	C=CCNS(=O)(=O)c1ccc2c(c1)n(C)c(=O)n2C
  i	-0.3	4	-14	i	i	i	-33	i	-5	i
37	CCC1CCCCN1CCCNC(=O)c1c(O)nc2cc(C)ccn2c1=O (stereo not drawn)
  i	-0.1	-11	-2	i	i	i	5	i	-24	i
38	COCCNCC(=O)Nc1ccc(C)c(S(=O)(=O)N2CCCCC2)c1
  i	-1.3	3	-19	i	i	i	-12	i	14	i
39	CCNS(=O)(=O)c1ccc(NC(=S)NCc2ccco2)cc1
  i	0.1	-5	1	i	i	i	-18	i	-7	i
40	N#C/C(=C(/O)COC(=O)CCC1CCCCC1)c1nc2ccccc2[nH]1
  i	-0.8	-3	19	i	i	i	-27	i	6	i

In the list so far, two have a tert-butyl group:
Results follow in this order: TRPC6 inhibitor	HIF act	IEC-6 cytotox	SKKanGAS inh	MrgX1 antagonist	TRPC4 act	TRPC6 activator	KLF5 inhibitor	TRPC4 PAM	aSyn 5UTR inh	TRPC4 inh
23	CC(C)C[C@H](NC(=O)c1[nH]cnc1C(=O)N[C@H](C)c1ccccc1)C(=O)OC(C)(C)C
  i	-0.5	1	57*	i	i	i	-34	i	28	i
30	Cc1nc2nc[nH]n2c(=O)c1NS(=O)(=O)c1ccc(C(C)(C)C)cc1
  i	-0.5	-1	-1	i	i	i	-27	i	6	i

The listing continues.
Results follow in this order: TRPC6 inhibitor	HIF act	IEC-6 cytotox	SKKanGAS inh	MrgX1 antagonist	TRPC4 act	TRPC6 activator	KLF5 inhibitor	TRPC4 PAM	aSyn 5UTR inh	TRPC4 inh
41	CCCCn1c(N)c(N(CC(C)C)C(=O)C2CCCN(C(=O)c3ccc(Cl)cc3)C2)c(=O)[nH]c1=O (stereo not drawn)
  i	1.0	.	-5	i	i	i	.	i	0	i
42	Cc1ccc(S(=O)(=O)NC(C)(C)CSc2ccccn2)cc1
  i	-0.6	-4	7	i	i	i	9	i	2	i
43	CCN1C(=O)[C@H]2[C@@H](c3ccc(-c4ccc(Cl)c(Cl)c4)cc3)N[C@@](CC(C)C)(C(=O)OC)[C@H]2C1=O
  i	-0.5	.	18	i	i	i	.	i	25	i
44	O=C(NCc1ccco1)/C(=C/c1ccc(C(F)(F)F)cc1)c1nc2ccccc2[nH]1
  i	2.0	-1	28	i	i	i	-41	i	-94	i
45	COc1ccc(-c2nc(C#N)c(N3CCC(C)CC3)o2)cc1
  i	-0.4	6	5	i	i	i	-20	i	-20	i
46	CCN1CCN(CC(=O)Nc2sc3c(c2C#N)CCC(C)C3)CC1 (stereo not drawn)
  i	0.2	2	-6	i	i	i	15	i	8	i
47	COCCNCCOc1ccccc1-c1ccccc1
  i	1.2	-1	-2	i	i	i	-1	i	-14	i
48	CCOC(=O)c1cc2c(ccn2C)n1CC(=O)N1CCN(c2ccccc2OC)CC1
  i	-1.0	4	4	.	i	i	-19	i	5	i
49	Cc1ccc(S(=O)(=O)N/N=C\c2cc([N+](=O)[O-])ccc2Cl)cc1
  i	0.2	-6	5	i	i	i	-40	i	20	i
50	COCCN(C(=O)COC(=O)Cc1coc2cc3c(cc12)CCC3)c1c(N)n(Cc2ccccc2)c(=O)[nH]c1=O
  i	-0.4	.	-4	i	i	i	.	i	11	i
51	O=c1c2c(ncn2C2CCCC2)n(Cc2ccccc2)c(=O)n1CCOc1ccc(Br)cc1
  i	-0.4	0	-8	i	i	i	-8	i	27	i
52	Cc1ccc(C)c(N(C(=O)CNC(=O)c2ccco2)C(C(=O)NCC2CCCO2)c2ccccc2)c1 (stereo not drawn)
  i	0.4	-1	4	i	i	i	-6	i	18	i
53	CC1=NN(C(C#N)c2cccc([N+](=O)[O-])c2)C(C)(C)C1 (stereo not drawn)
  i	-0.1	7	2	i	i	i	-27	i	5	i
54	O=C(Oc1c(CN2CCOCC2)cc(Cl)c2cccnc12)c1ccccc1Cl
  i	-0.5	-2	20	i	i	i	5	i	105*	i
55	COc1ccccc1C1C2C(=O)N(c3ccccc3)C(=O)C2ON1c1ccccc1 (stereo not drawn)
  i	-1.5	5	4	i	i	i	-13	i	-3	i

aSyn 5UTR inh: entries above that show a hit.
No.	SMILES	MrgX1 antagonist	TRPC4 act	TRPC6 activator	KLF5 inhibitor	TRPC4 PAM	aSyn 5UTR inh	TRPC4 inh
54	O=C(Oc1c(CN2CCOCC2)cc(Cl)c2cccnc12)c1ccccc1Cl	i	i	i	5	i	105*	i
